HIV fusion peptide – inhibitors of HIV fusion peptide binding, primary screen, biochemical, uHTS, fluorescence dequenching (AID 1986); cell-free peptide binding, fluorescence dequenching, 30 min; higher % means a stronger effect; inhibition, % at 20 µM, or IC50 in µM where a hit was titrated; actives 0.3% (n = 290,000); in the data active = inhibition mostly above about 52%, no sharp cut-off; inactive = mostly below about 76%; note: some results filed as inactive read as strong as hits
KOR beta-arrestin-1 – KOR agonists, beta-arrestin recruitment, primary screen, cell-based, luminescence, uHTS (AID 1777); KOR beta-arrestin recruitment, luminescence; higher % means a stronger effect; activation, % at 10 µM; hits with a dose series show EC50 in µM; actives 0.02% (n = 280,000); in the data active = activation above about 50%, passing the limit was not always enough; note: a part of the inactive calls stands beside numbers as strong as those of hits
Dengue-2 NS5 capping – Dengue-2 NS5 methyltransferase inhibitors, primary screen, biochemical, confirmation dose response (AID 588689); Dengue-2 NS5 methyltransferase capping enzyme assay, biochemical; higher % means a stronger effect; one-dose inhibition, % at 25 µM; IC50 in µM for titrated hits; actives 0.3% (n = 340,000); in the data active = a potency from the dose series; inconclusive = inhibition above about 29% without an active follow-up result
KOR beta-arrestin-2 – KOR antagonists, beta-arrestin recruitment, cell-based, luminescence, uHTS (AID 1778). KOR beta-arrestin recruitment, luminescence, antagonist mode; higher % means a stronger effect. one-dose inhibition, % at 10 µM; IC50 in µM for titrated hits. actives 0.091% (n = 290,000); note: strong numbers were not always called active
West Nile virus CPE – inhibition of WNV-induced cytopathic effect – cell-based, CPE readout (AID 1621); West Nile virus-infected cells, CPE inhibition; higher % means a stronger effect; one-dose CPE inhibition, % at 10 µM; IC50 in µM for titrated hits; actives 0.02% (n = 290,000); in the data active = a potency from the dose series; inconclusive = CPE inhibition mostly from about 3.7% at the one dose, without a potency; inactive = the rest, 99 in 100 with CPE inhibition below about 2.2%; note: strong numbers were not always called active
Yfh1-off respiration – enhancers of respiration in Yfh1-depleted yeast, dose response, Friedreich's ataxia, plus single-dose screen (AID 1465); S. cerevisiae Yfh1-off respiration, WST-1 reduction, 72 h; higher fold induction means a stronger effect; actives 0.074% (n = 220,000); one-dose fold induction at 50 µM; EC50 in µM for titrated hits;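 active = fold induction of absorbance versus untreated yeast above a set limit, then at least 30% activation at any dose in follow-up; inconclusive = repeats straddling the limit, or above it without dose testing; inactive = fold induction below the set limit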;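 note: activators that raise dye reduction in frataxin-depleted yeast; strong numbers were not always called active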
AID2073 – inhibitors of Mint1-CaV2.2 protein interaction, biochemical, HTRF (AID 2073); actives 0.19% (n = 290,000); one-dose inhibition, % at 20 µM; IC50 in µM for titrated hits; HTRF protein-protein interaction, Mint1-CaV2.2; higher % means a stronger effect; in the data active = inhibition mostly above about 51%, no sharp cut-off; inconclusive = no clear call, values can overlap the other calls; inactive = mostly below about 53%; note: some results filed as inactive read as strong as hits
HEK293 NOD2/NF-kB – inhibition of NOD2-driven NF-kB reporter – cell-based, luminescence, uHTS, HEK293 (AID 1566). HEK293 NOD2/NF-kB luciferase reporter, luminescence; higher % means a stronger effect. inhibition, % at 4 µM, or EC50 in µM where a hit was titrated. actives 0.63% (n = 290,000); note: many of its hits are not listed in these tables
NOD1 inhibition – NOD1 signaling inhibitors, primary screen, cell-based, luminescence, uHTS (AID 1578); NOD1-driven NF-kB luciferase reporter cells, luminescence; higher % means a stronger effect; inhibition, % at 4 µM; hits with a dose series show EC50 in µM; actives 1% (n = 290,000); in the data active = inhibition mostly above about 36%, no sharp cut-off; inactive = mostly below about 34%;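 note: HEK-293T reporter cells stimulated with the NOD1 agonist gamma-tri-DAP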
Dengue-2 NS5 capping pilot replicate – second read-out of Dengue-2 NS5 capping, no call of its own (marks repeat the call); inhibition, %; measured here: pilot screen replicate inhibition
The depositor's hits bear a star; i = inactive; ? = inconclusive; · = no result given; [ ] = remark or other dose. Cut-off read from the data, not from the text of the source, unless noted: active = inhibition above about 50%; inactive = the rest. Not all compounds are listed; the hit share may differ from the screen's.

SMILES | HIV fusion peptide | KOR beta-arrestin-1 | Dengue-2 NS5 capping | KOR beta-arrestin-2 | West Nile virus CPE | Yfh1-off respiration | AID2073 | HEK293 NOD2/NF-kB | NOD1 inhibition | others
CC(=O)c1c(C)[nH]c(C(=O)OCc2ccc(Br)cc2)c1C | 0.1% | -14.0% | -4.4% | 5.1% | -1.5% | i | -6.9% | -9.6% | 27.2%
Cc1ccc(C(C(=O)NCCc2ccccc2)N(C(=O)c2csnn2)C2CC2)cc1 (configuration not stated) | -0.4% | 4.6% | -5.3% | -15.1% | -0.7% | · | -15.2% | 18.3% | -4.8%
C=C(C)CSc1nc(N)cc(=O)[nH]1 | -0.3% | -3.6% | 1.4% | -10.2% | 0.8% | i | -3.1% | 13.3% | 11.3%
CCc1ccccc1NC(=O)c1cc(-c2ccc(F)cc2)on1 | 3.1% | 1.7% | 3.5% | 3.5% | -0.2% | i | 26.2% | -10.6% | -26.9%
CC(C)CC1NC(=O)N(CC(=O)N2CCN(S(=O)(=O)c3ccc(Cl)cc3)CC2)C1=O (configuration not stated) | 0.1% | -1.5% | 0.8% | -9.1% | -0.4% | · | -2.4% | -1.4% | -39.5%
CN(C)c1ccc(C(C#N)c2ccccc2)nn1 (configuration not stated) | -0.9% | 0.2% | -2.2% | -15.9% | 0.1% | i | 2.3% | 0.0% | -9.2%
C=CCc1ccc(O)c(-c2ccc(O)c(CC=C)c2)c1 | -1.1% | -1.9% | -4.2% | 0.8% | 0.5% | i | ? | -3.5% | -6.9%
Cc1ccc(NC(=O)COC(=O)C2CC3C=CC2C3)cc1S(=O)(=O)N1CCCCC1 (configuration not stated) | -1.0% | -3.3% | 0.0% | -26.6% | -0.3% | i | -0.7% | 17.2% | -1.2%
CCCC(OC(=O)CC1Sc2ccccc2NC1=O)C(=O)NCc1ccco1 (configuration not stated) | 5.5% | 1.7% | -4.8% | 12.3% | 0.6% | i | -0.8% | 3.8% | -21.7%
Cc1ccc(C(=O)NCCN2CCCC2)cc1 | -1.4% | -5.9% | -6.2% | 10.5% | 0.2% | i | -4.4% | 17.9% | -15.1%
c1ccc(CN2CCCC3(CCCN(Cc4nc(CC5CC5)no4)C3)C2)cc1 (configuration not stated) | 0.0% | -2.5% | 0.0% | 3.6% | -0.4% | i | -0.2% | 9.7% | -5.9%
O=C1CN(c2nc3ccccc3n3cnnc23)CC(=O)N1CCc1ccccc1 | 1.1% | -1.1% | -3.5% | -7.3% | 0.4% | i | 4.2% | -4.8% | -3.2%
CCOc1ccc(NS(=O)(=O)c2ccc(NC(=S)NC(=O)CC(C)C)cc2)cc1 | 0.6% | -2.9% | -9.7% | 11.4% | -0.6% | i | -5.0% | -6.5% | 6.1%
CCOc1ccc(CN(C)CC(=O)Nc2ccc(N3CCOCC3)cc2)cc1OC | -0.7% | -1.4% | -0.7% | 2.0% | -0.5% | i | 3.7% | 6.9% | -6.4%
CC(=O)N1CCN(C(=O)c2ccc(-n3c(C)ccc3C)cc2)CC1 | 0.4% | -2.6% | 1.9% | -28.7% | -0.6% | i | -1.5% | 14.1% | -0.3%
Cc1cc(=O)[nH]c(SCC(=O)C23CC4CC(CC(C4)C2)C3)c1C#N | 4.7% | 2.5% | 2.6% | 12.8% | 0.0% | i | -7.1% | 23.7% | 47.9%
Cc1cccc(N2CCCC2=Nc2ccc(Br)cc2C#N)c1 | 0.4% | -2.4% | -1.4% | 3.7% | -0.2% | i | -4.6% | 39.6% | 6.5%
CC(C)C[C@H](NC(=O)OC(C)(C)C)C(=O)N[C@@H](CO)[C@H](O)[C@@H]1C[C@@H]1C(=O)N(C)C | -0.2% | -0.3% | 2.4% | -63.9%[20 µM] | -0.1% | · | 11.1% | 0.0% | 5.4%
COc1cc(C(=O)NCC2CCCO2)ccc1OCc1ccccc1 (configuration not stated) | -0.5% | 11.7% | 2.6% | -16.0% | 0.2% | · | 2.2% | 8.7% | 3.5%
CC12CC(c3ccccc3O1)N(C(=O)c1ccco1)C(=O)N2c1ccccc1 (configuration not stated) | 1.0% | -1.4% | -3.5% | 13.9% | -0.1% | i | -4.2% | -5.6% | -13.0%
COc1ccc(C(=O)C2CN(c3ccccc3)CC2c2ccc(Cl)cc2)cc1 (configuration not stated) | 4.3% | -4.1% | 0.0% | 33.7% | 0.1% | i | 32.7% | 6.8% | 40.4%
O=C(C(=O)N1CCN(Cc2ccc3c(c2)OCO3)CC1)c1c[nH]c2ccccc12 | 1.0% | -1.8% | 3.6% | -32.8% | -1.2% | · | -5.3% | 35.4% | -19.8%
O=c1c(Cc2ccc(Cl)cc2Cl)c(O)ccn1CC(F)(F)F | 0.6% | 31.9% | -5.9% | 32.3% | 0.5% | · | 9.1% | -26.4% | -8.3%
O=C(NCCc1cccc(F)c1)C1CCCN(c2nc3ccccc3s2)C1 (configuration not stated) | 2.5% | -0.6% | -16.1% | -2.9% | -0.7% | · | 9.2% | 14.3% | 39.2%
CCCCOc1ccccc1C(=O)NCC(=O)O | 2.9% | 10.5% | -5.8% | -6.6% | 0.8% | i | 24.9% | -14.2% | -21.6%
CCCn1nc2cc(C(=O)NC3CCCc4ccccc43)ccc2c1OCC (configuration not stated) | 1.2% | -1.1% | -6.4% | 17.5% | 0.9% | i | 8.9% | 17.4% | 12.2%
COc1ccc(NC(=O)C(NC(C)=O)C(=O)NCc2ccc(F)cc2)cc1 (configuration not stated) | -1.5% | 1.5% | · | -35.6% | -0.1% | i | -0.6% | -2.8% | 4.7%
O=C(Nc1ncn[nH]1)c1ccccc1O | -2.4% | 1.1% | -13.5% | -17.1% | 0.8% | i | ? | 13.1% | 1.8%
OCCNc1nc(NCCC2=CCCCC2)nc(N2CCOCC2)n1 | 0.8% | 3.7% | -12.5% | -17.1% | -0.4% | i | -2.5% | 16.2% | 15.5%
N#Cc1ccc(NCCc2ccccn2)c([N+](=O)[O-])c1 | -1.3% | -0.3% | 0.0% | -16.5% | -0.7% | i | -3.2% | 2.1% | -4.5%
O=C(c1ccc([N+](=O)[O-])cc1)N1CCOC12CCN(c1ncc(C(F)(F)F)cc1Cl)CC2 | -0.7% | 9.4% | 9.1% | -23.6% | 0.0% | i | -5.0% | -14.4% | -16.6%
COCCNC(=O)NC(=O)COC(=O)C12CC3CC(CC(NC(C)=O)(C3)C1)C2 | -2.7% | 1.0% | -8.9% | 14.6% | 0.2% | i | -7.0% | 9.9% | 9.2%
O=C(CC1C(=O)NCCN1C(=O)Nc1ccccc1)Nc1cccc(Cl)c1 (configuration not stated) | 0.7% | -6.4% | -2.4% | -29.2%[20 µM] | -0.1% | i | 27.7% | -4.3% | -28.9%
CN1CCN(C(=S)C(=O)NCc2ccccc2)CC1 | -2.3% | -6.8% | 0.8% | 18.9% | 0.2% | i | -6.8% | 3.6% | -1.9%
C=CCOC(=O)C1=C(C)NC(=S)NC1c1cccs1 (configuration not stated) | -1.6% | 1.3% | -10.6% | -12.5% | -1.4% | i | -21.0% | 3.4% | -23.3%
CC(C)c1nc(N2CCN(C(=O)c3ccco3)CC2)c(C#N)c2c1COC(C)(C)C2 | -1.6% | -2.5% | -8.9% | 18.0% | -0.4% | · | 10.6% | 29.8% | 7.8%
CC(NC(=O)COC(=O)/C=C/c1cccc(C(F)(F)F)c1)c1ccccc1 (configuration not stated) | 1.3% | -2.7% | -16.1% | -7.9% | 0.7% | i | 2.9% | 6.0% | -9.4%
CC1Cn2c(nnc2C23CC4CC(CC(C4)C2)C3)S1 (configuration not stated) | -2.6% | 0.7% | -0.7% | 10.0% | -0.5% | i | 0.0% | -2.4% | -19.4%
Cc1cc(C(=O)CSc2nnnn2-c2ccccc2)c(C)n1CCc1ccccc1 | -0.4% | -1.6% | -0.8% | 15.8% | -0.3% | i | -3.1% | 13.4% | -52.2%
OC1(CC#CCN2CCCCC2)c2ccccc2-c2ccccc21 | -0.4% | -0.9% | -0.8% | 7.4% | 0.2% | i | -12.1% | 29.3% | 7.1%
COc1ccccc1NC(=O)CN1C(=O)NC(C)(C)C1=O | -1.1% | -1.1% | -0.8% | 23.3% | 0.1% | i | 36.4% | -60.1% | ·
CCc1cccc(CC)c1NC(=S)NCc1ccc2c(c1)OCO2 | 0.3% | 1.0% | -1.9% | -14.6% | -0.7% | i | -1.0% | -38.4% | -21.7%
CCC(C)(C)n1nnnc1C(c1cc2ccc(C)cc2[nH]c1=O)N(Cc1cccnc1)Cc1ccco1 (configuration not stated) | 2.6% | -4.1% | -6.5% | 13.0% | -0.1% | i | 15.7% | -6.5% | -9.2%
Cc1cccc(NC(=S)N(C)C)c1C | -1.5% | 2.6% | 1.6% | 17.2% | 0.2% | i | -9.2% | 15.8% | -11.1%
CCOC(=O)C1CCCN(c2c(C(=O)c3ccccc3)cnc3ccc(OC)cc23)C1 (configuration not stated) | -1.5% | -17.8% | -2.9% | 24.3% | 0.6% | i | 1.1% | 13.0% | 10.0%
O=C1c2ccccc2CCC12N=NCC2c1ccc(Cl)cc1 (configuration not stated) | 1.1% | 5.4% | -1.9% | 21.6% | -0.4% | i | 1.4% | 11.7% | 19.0%
Cc1ccc(CNC(=O)[C@@H](NC(=O)Cc2ccccc2)C(C)C)cc1 | -1.9% | -3.2% | 1.6% | -21.1% | -0.7% | · | 4.4% | 1.9% | 3.9%
CCOC(=O)c1nn(-c2cccc(C)c2)cc1C(=O)c1ccccc1 | -3.7% | 3.2% | -7.5% | -33.8% | · | · | 3.1% | -32.6% | -39.0% | Dengue-2 NS5 capping pilot replicate=-6.8
CN(C)C(=S)SCCn1c(N)nc(N(C)C)nc1=O | -0.5% | 0.8% | 0.0% | 16.4% | 0.3% | i | -1.9% | 9.6% | -8.1%
NC(=O)COC(=O)c1ccccc1OCc1ccccc1Cl | -1.1% | -1.0% | -5.4% | 10.0% | -0.4% | i | 0.2% | 11.1% | -29.2%
O=[N+]([O-])c1nn(-c2ccc3c(c2)OCCO3)n(O)c1=NCc1ccccc1Cl | 1.5% | 2.9% | -3.4% | -6.3% | 0.1% | i | 4.9% | -98.9% | -76.8%
NC(=O)c1c(N)sc(=S)n1-c1ccccc1 | -1.9% | -0.6% | 0.8% | 6.9% | -0.3% | i | 2.9% | 13.3% | -4.7%
Cn1ncc2c(Nc3ccc([N+](=O)[O-])cc3)nc(Cl)nc21 | 0.0% | 4.1% | 1.3% | 15.1% | 0.5% | i | 8.5% | 17.4% | -9.2%
CN(CC(=O)NCCc1ccc(S(N)(=O)=O)cc1)S(=O)(=O)c1cccc2nsnc12 | 0.8% | 7.2% | 0.0% | -14.5% | 0.2% | · | 13.3% | 12.4% | 32.4%
CC(=O)c1sc(Nc2nc(C)cc(C)n2)nc1C | 0.9% | 6.7% | 4.0% | -73.5% | 2.6% | i | 5.5% | -7.9% | -16.3%
